Compound activity (PubChem)
All columns: NCI-60 one-dose screen, growth in % after 48 h at 10 µM unless noted; 100 = growth as untreated, 0 = no growth, -100 = all killed.
SK-OV-3 – SK-OV-3 ovarian cancer cells; AID 1794785; 80,000 tested, 3.2% active
TK-10 – TK-10 renal cancer cells; 81,000 tested, 3.9% active; AID 1794769
786-0 – 786-0 renal cancer cells. 81,000 tested, 5.1% active. AID 1794775
UO-31 – UO-31 renal cancer; 81,000 tested, 5.2% active; AID 1794768
OVCAR-5 – OVCAR-5 ovarian cancer; 82,000 tested, 2.9% active
IGROV1 – IGROV1 ovarian cancer; 79,000 tested, 4.7% active; AID 1794786
SN12C – SN12C renal cancer cells; 81,000 tested, 3.8% active; AID 1794767
OVCAR-4 – OVCAR-4 ovarian cancer cells; 80,000 tested, 3.7% active
* marks the source's active call; other numbers are inactive results; x = no result given; & = joins results of further samples; [ ] = remark or other dose. How the source made its calls: active means growth percent below 10; inactive means the rest.

Order of results – SK-OV-3	TK-10	786-0	UO-31	OVCAR-5	IGROV1	SN12C	OVCAR-4
COc1cccc(-c2nnc(N)o2)c1
 : 115	121	100	97	105	102	97	98
CCOC(=O)CCC(NC(=O)/C=C\c1ccc([N+](=O)[O-])cc1)C(=O)OCC (stereo not given)
 : 109	97	101	82	103	110	114	123
Cc1ccc(S(=O)(=O)NC2(C(=O)O)CCCC2)cc1
 : 108	108	107	78	105	110	107	112
Cc1ccccc1OC(=O)c1ccc(Cl)cc1
 : 110	92	92	82	81	101	92	103
CC1(C)[C@@H](O)CC[C@]2(C)[C@H]3CC[C@@H]4[C@H]5[C@H](C(=O)/C=C\c6ccncc6)CC[C@]5(O)CC[C@@]4(C)[C@]3(C)CC[C@@H]12
 : 113	100	35	53	47	37	75	39
C=CCN1CC(C(=O)C2CNc3ccccc32)=C(O)C1=O (stereo not given)
 : 106	123	100	72	105	95	94	108
OCc1nc2ccc(Cl)cc2[nH]1
 : 108	111	98	88	82	131	91	109
O=C(O)C(=O)c1c[nH]c2ccccc12
 : 98	117	105	76	85	79	99	121
O=C1CCC(OC(=O)c2ccccc2)CC1
 : 101	93	101	91	101	106	97	104
CCOC(=O)c1c(NCC(=O)Nc2ccccc2[N+](=O)[O-])sc(C(C)=O)c1C
 : 112	103	102	71	105	108	105	107

Five compounds from above, showing only OVCAR-5 and IGROV1:
Compound	OVCAR-5	IGROV1
COc1cccc(-c2nnc(N)o2)c1	105	102
CCOC(=O)CCC(NC(=O)/C=C\c1ccc([N+](=O)[O-])cc1)C(=O)OCC (stereo not given)	103	110
Cc1ccc(S(=O)(=O)NC2(C(=O)O)CCCC2)cc1	105	110
Cc1ccccc1OC(=O)c1ccc(Cl)cc1	81	101
CC1(C)[C@@H](O)CC[C@]2(C)[C@H]3CC[C@@H]4[C@H]5[C@H](C(=O)/C=C\c6ccncc6)CC[C@]5(O)CC[C@@]4(C)[C@]3(C)CC[C@@H]12	47	37

(next part)
Order of results – SK-OV-3	TK-10	786-0	UO-31	OVCAR-5	IGROV1	SN12C	OVCAR-4
COc1ccc(N2C(=O)c3cc(Cl)ccc3NC2SCc2ccccc2)cc1 (stereo not given)
 : 101	96	92	64	102	100	91	95
O=C(OCCCCBr)c1ccccc1
 : 106	108	100	92	107	93	99	103
CS(=O)(=O)c1ccc(-c2nn(-c3ccc(F)cc3)cc2/C=C/C(=O)c2ccc(Br)cc2)cc1
 : 97	99	90	70	95	90	87	84
CC(/C=C1\SC(=S)N(CCC(=O)NC(CC(C)C)C(=O)O)C1=O)=C\c1ccccc1 (stereo not given)
 : 98	x	100	84	104	103	96	109
CCn1c(SCC(=O)N2CCN(c3cc4c(cc3F)c(=O)c(C(=O)O)cn4C3CC3)CC2)nnc1-c1ccc(Cl)cc1
 : 97	91	95	83	113	104	101	112
COc1cc2c(cc1OC)NC(=O)C2
 : 115	107	106	93	106	119	106	110
CNS(=O)(=O)c1ccc(C)cc1C
 : 105	108	108	91	103	107	98	119
COc1ccc(C2=NOC(CC(=O)N3CCNCC3)C2)cc1OC1CCCC1 (stereo not given)
 : x	100	93	74	94	103	98	106
CCN1C(=O)N(CC)C2Nn3c(s/c(=C4\C(=O)N(CC(C)(C)C)c5ccccc54)c3=O)=NC21 (stereo not given)
 : 88	74	73	49	103	82	87	71
O=C(Cn1c(=O)sc2nc3ccccc3nc21)Nc1ncc(Cc2ccc(Cl)c(C(F)(F)F)c2)s1
 : 98	97	97	64	91	88	99	100

Compound profiles, from the list above. Values in the order: SK-OV-3	TK-10	786-0	UO-31	OVCAR-5	IGROV1	SN12C	OVCAR-4
COc1cc2c(cc1OC)NC(=O)C2 is entered as 115	107	106	93	106	119	106	110
CNS(=O)(=O)c1ccc(C)cc1C is entered as 105	108	108	91	103	107	98	119
O=C(OCCCCBr)c1ccccc1 is entered as 106	108	100	92	107	93	99	103

The list goes on.
Order of results – SK-OV-3	TK-10	786-0	UO-31	OVCAR-5	IGROV1	SN12C	OVCAR-4
CC1(C)c2[nH]c3ccccc3c2C[C@]2(C)[C@H]3C(=O)C=C4[C@@H]5C[C@@](C)(C(N)=O)CC[C@]5(C)CC[C@@]4(C)[C@]3(C)CC[C@@H]12
 : 71	71	75	43	93	84	72	54
N=C1CCC(=N)c2c1c(O)c1ccccc1c2O
 : 85	127	113	101	124	80	105	95
CCOC(=O)C(Cc1ccccc1)n1c(O)c(/C=N/c2ncc(Cc3ccc(Cl)cc3Cl)s2)sc1=S (stereo not given)
 : 0.0*	2.3*	18	3.7*	39	38	6.5*	26
Nc1cccc(C(=O)O)c1
 : 92	106	106	91	100	44	99	102
C[N+](C)(Cc1ccccc1Cl)Cc1ccccc1Cl
 : 97	110	89	76	88	86	x	89
CC(C)C(=O)Nc1ccc(/C=C2/C=Cc3ccccc32)cc1
 : 100	96	90	80	86	105	79	x
Cc1nn(-c2nc(-c3ccccc3)c(C#N)c(=O)n2C)c(C)c1N=Nc1c(C)n(C)n(-c2ccccc2)c1=O
 : 97	112	103	75	96	71	92	73
C#C[C@@]1(O)[C@@H](CO)O[C@@H](n2c(C(F)(F)F)cc3c(N)ncnc32)[C@@H]1O
 : 112	104	97	91	103	107	107	106
Cc1ccc2[nH]c(=O)cc(-n3nc(C)c(C#N)c3N)c2c1
 : 103	119	104	76	103	81	99	109
CCOC(=O)N1c2ccccc2C=CC1C#N (stereo not given)
 : 96	108	96	86	110	105	112	109

Overlap with the part before: 2 entries, then new ones.
Order of results – SK-OV-3	TK-10	786-0	UO-31	OVCAR-5	IGROV1	SN12C	OVCAR-4
Cc1ccc2[nH]c(=O)cc(-n3nc(C)c(C#N)c3N)c2c1
 : 103	119	104	76	103	81	99	109
CCOC(=O)N1c2ccccc2C=CC1C#N (stereo not given)
 : 96	108	96	86	110	105	112	109
O=C(NC1CC(F)C1)c1cc2cccnc2n1-c1ccc(Cl)c(Cl)c1 (stereo not given)
 : 104	90	95	70	95	87	96	95
COc1ccc(/C=N/Nc2no[n+]([O-])c2-c2ccccc2)cc1
 : 103	146	105	87	100	93	98	104
Cn1c(SCc2ccccc2)nccc1=O
 : 101	96	95	78	111	103	99	103
CCc1ccc(N2CCC(=S)NC2=S)cc1
 : 101	103	92	90	101	103	105	101
CC(C)N(C)C(=O)CSc1ccc(Cl)cc1
 : 107	106	95	101	96	104	95	104
O=C(N/N=C/c1ccc([N+](=O)[O-])cc1)c1ccccc1Nc1ccnc(C(F)(F)F)c1
 : 85	83	82	68	76	75	84	61
O=C(CSc1nnc(-c2ccc(Cl)cc2)o1)Nc1ccc(C(=O)/C=C/c2ccccc2)cc1
 : 117	94	98	80	106	96	95	101
COc1cc(-c2cc(C(=O)N3CCN(C(=O)c4ccccc4NCc4ccco4)CC3)nc3cc(-c4ccccc4)nn23)cc(OC)c1OC
 : 27	36	32	6.2*	64	23	44	69
Nc1ncnc2c1C(c1ccc(Cl)cc1)c1sc3c(Br)cccc3c1O2 (stereo not given)
 : 88	113	105	62	102	69	92	90
COc1ccc([C@@H]2c3[nH]c4ccccc4c3C[C@@H]3C(=O)N(C4CCN(Cc5c(Cl)cccc5Cl)CC4)CC(=O)N23)c(OC)c1
 : 115[6.25 µM]	106[6.25 µM]	103[6.25 µM]	64[6.25 µM]	99[6.25 µM]	81[6.25 µM]	95[6.25 µM]	101[6.25 µM]
CCCCC/C(C)=N\NC(N)=O
 : 113	95	100	79	100	99	93	100
CNC(=O)c1cc(N2CCc3cc(NC(=O)Nc4ccccc4)ccc32)ccn1
 : 87	101	92	84	93	99	86	89
Cc1ccc([N+](=O)[O-])cc1Br
 : 96	97	97	92	90	113	98	105
C=C[C@@H]1C[C@H](O)Cc2c(C)cc(C)cc2N1
 : 106	86	99	96	89	109	96	108
COc1cccc(CCC2CCCN(c3cc(C)nc(N)n3)C2)c1 (stereo not given)
 : 41	38	19	36	34	31	34	52
CN(Cc1ccccc1)N=Nc1ccccc1
 : 103	121	106	79	110	114	103	116
CC(=O)c1ccc(NC(=O)CSc2nc(-c3ccccc3Cl)ns2)cc1
 : 102	95	85	78	88	109	86	111
COc1ccc(/C=C/C(=O)c2c(O)c(OC)c3c(c2OC)OCO3)cc1
 : 98	113	98	77	106	99	93	94
COC(=O)CCCCCCCC=O
 : 115	106	103	85	97	115	100	103
CCCCCCCCCCCCCCCCCC(=O)OCC1CCCO1 (stereo not given)
 : 106	105	115	91	102	103	106	110
CN1CCN(C(=O)[C@@]2(C)CC[C@]3(C)CC[C@]4(C)C(=CC[C@@H]5[C@@]6(C)CCC(=O)NC(C)(C)[C@@H]6CC[C@]54C)[C@@H]3C2)CC1
 : 54	79	48	48	84	64	58	51
COc1ccc(CCC(=O)O)c(C(CC(=O)O)C(=O)O)c1OS(=O)(=O)c1ccc(C)cc1 (stereo not given)
 : 105	117	101	95	105	x	95	101
O=c1[nH]c2ccccc2cc1-c1nnc(COc2ccccc2)o1
 : 89	104	93	68	103	111	101	86
CCCNC(=O)Oc1ccc(/C(=C(/C)Cc2ccc(OC)cc2)c2ccc(OCCN3CCCCCC3)cc2)cc1
 : 94	95	91	71	96	106	85	84
C[Si]1(C)N[Si](C)(C)N[Si](C)(C)N1
 : 112	108	101	98	108	106	113	105
O=C(O)C(F)(F)F
 : 118&104	115&103	105&94	91&79	100&80	119&94	104&92	120&96
CCCCOc1ccc(NC(=O)Nc2nnc(C)s2)cc1
 : 102	118	94	87	102	92	93	100
FC(F)(F)c1nnc2n1N=Cc1ccc(Br)cc1S2
 : 109	118	101	80	103	x	98	101
CCN(CCNS(C)(=O)=O)c1ccc(N)c(C)c1
 : 96&99	18&56	96&89	42&42	109&115	69&70	94&88	102&70
CCC(=O)OC(C)COc1ccccc1 (stereo not given)
 : 107	102	105	99	103	112	103	108
Cn1c(=O)c2c(ncn2Cc2ccc(Sc3nc(-c4ccc(F)cc4)c(C#N)c(=O)[nH]3)cc2)n(C)c1=O
 : 106	103	97	78	96	100	97	92
CCCCCCCCCCCCOC(=O)/C=C\C(=O)NC(N)=O
 : 98	87	90	93	108	73	84	86
Br[C@H]1CC2CCC1C2 (stereo not given in full)
 : 111	119	100	100	99	111	99	106
NC(=O)c1ccccc1C(N)=O
 : x	101	103	97	105	x	100	118
Cn1ncc2c(Nc3ccc(Br)cc3)nc(Nc3ccc(Br)cc3)nc21
 : 78	73	-39*	68	57	49	47	52
Cc1cccc(C(=O)O)c1O
 : 80&104&108&106	91&117&99&98	99&106&97&96	89&83&83&92	94&108&101&114	103&112&107&104	96&97&88&97	101&113&107
CC(O)COCC(C)OC(C)C (stereo not given)
 : 99	126	105	81	101	103	97	115
Cc1ccccc1Cc1cnc(Nc2ccccn2)s1
 : 93	104	98	72	98	99	86	82
CC1(C)NC2=C(C(Nc3cccnc3)N1)C(c1ccc(Cl)cc1Cl)C(C(=O)c1ccc(N=[N+]=[N-])cc1)O2 (stereo not given)
 : 118	87	95	84	97	100	99	111
CC(=O)NNc1nc(C)c(C(=O)NNC(=O)C(=O)Nc2ccccc2C#N)s1
 : 92	158	110	75	100	85	95	99
CC(=O)Nc1c(Cl)cc2c(c1Cl)C(=O)c1ccccc1-2
 : 101	143	107	86	105	81	103	x
CC(=O)/C(=C/c1ccc([N+](=O)[O-])cc1)C(=O)c1ccccc1
 : 101	88	93	69	112	83	92	94
CNC(=O)c1cc(Oc2ccc3nc(Nc4ccc(F)c(F)c4)ccc3c2)ccn1
 : 109	80	88	69	111	93	87	74
Cc1ccc(/C=C/C2=NN(c3ccc(S(N)(=O)=O)cc3)C(c3ccc(C)s3)C2)s1 (stereo not given)
 : 91	102	91	65	110	89	86	91
N#C/C(=C\c1ccc(-c2ccccc2F)o1)c1nc(-c2ccco2)cs1
 : 93	65	104	69	78	60	97	20
COc1cc(/C=C/C(=O)c2c(C)nc3ccccc3c2C)ccc1OCCCN1CCN(C(=O)c2ccco2)CC1
 : 107	110	86	67	95	77	93	25
O=Cc1ncc(CO)s1
 : 102	86	100	97	97	103	93	107
CSc1ncnc2c1cnn2-c1ccc(S(N)(=O)=O)cc1
 : 110	86	85	94	97	100	103	105
CC(=O)Oc1ccccc1C(=O)Oc1ccc(C(C)=O)cc1
 : 104	107	98	89	110	113	109	103
COc1ccc(S(=O)(=O)N2CCN(c3oc(-c4ccc(C)cc4)nc3C#N)CC2)cc1
 : 119	88	88	84	99	109	95	87

(more compounds)
Order of results – SK-OV-3	TK-10	786-0	UO-31	OVCAR-5	IGROV1	SN12C	OVCAR-4
Cc1ccc(Cc2cnc(NC(=O)/C(C#N)=C/c3ccc(-c4ccc(Cl)cc4)o3)s2)cc1
 : 91	120	100	90	100	87	97	95
ON=C(Cc1ccccc1)Cc1ccccc1
 : 104	79	95	85	94	97	101	104
CCOC(=O)CCCn1c2c(c(C)c1-c1ccccc1)C1=NC(=O)CN1C(SC)=N2
 : 123	123	100	85	111	105	127	94
Cc1ccc(C(=O)NNC(=O)CSc2nc3c(c(=O)[nH]2)CCCC3)cc1
 : 112	101	107	86	104	107	104	102
O=C(Nc1cccc(-n2ccc3c(NC(=O)c4ccccc4)nccc32)c1)c1ccc(N2CCOCC2)c(C(F)(F)F)c1
 : -6.2*	6.8*	-12*	5.0*	41	9.0*	34	52
COc1cc(C2SCC(=O)N2n2cnnc2)cc(OC)c1OC (stereo not given)
 : 99	101	99	88	110	110	91	100
CCOC(=O)c1c(Nc2ccccc2)nn2c(N)c(C#N)c(-c3ccc(F)cc3)nc12
 : 93	109	81	79	108	93	96	87
Cc1ccc([C@H]2C(C(=O)c3ccc(Cl)cc3)C3(N[C@@H]2c2ccccc2)C(=O)Nc2ccc(Br)cc23)cc1 (stereo not given in full)
 : 79	92	46	39	73	60	4.0*	56
O=C(O)c1cn(C2CC2)c2cc(N3CCN(Cn4nc(-c5cccc(Cl)c5)n(-c5ccccc5)c4=S)CC3)c(F)cc2c1=O
 : x	98	103	84	105	110	98	101
